EPAC2 ag: qHTS for Agonist of cAMP-regulated guanine nucleotide exchange factor 4 (EPAC2): primary screen. EPAC2 activation, biochemical qHTS; response scale: 100% = 6.5 mM cAMP response. Potency, µM (titrated, usually from 154 µM), for inactives: top-dose activation, usual class: activators. 0.079% of 360,000 active. AID 720711, 2013; also: nearly all actives have a fitted effect of over 50% in size
Target sequence (Q8WZA2 whole entry, looked up): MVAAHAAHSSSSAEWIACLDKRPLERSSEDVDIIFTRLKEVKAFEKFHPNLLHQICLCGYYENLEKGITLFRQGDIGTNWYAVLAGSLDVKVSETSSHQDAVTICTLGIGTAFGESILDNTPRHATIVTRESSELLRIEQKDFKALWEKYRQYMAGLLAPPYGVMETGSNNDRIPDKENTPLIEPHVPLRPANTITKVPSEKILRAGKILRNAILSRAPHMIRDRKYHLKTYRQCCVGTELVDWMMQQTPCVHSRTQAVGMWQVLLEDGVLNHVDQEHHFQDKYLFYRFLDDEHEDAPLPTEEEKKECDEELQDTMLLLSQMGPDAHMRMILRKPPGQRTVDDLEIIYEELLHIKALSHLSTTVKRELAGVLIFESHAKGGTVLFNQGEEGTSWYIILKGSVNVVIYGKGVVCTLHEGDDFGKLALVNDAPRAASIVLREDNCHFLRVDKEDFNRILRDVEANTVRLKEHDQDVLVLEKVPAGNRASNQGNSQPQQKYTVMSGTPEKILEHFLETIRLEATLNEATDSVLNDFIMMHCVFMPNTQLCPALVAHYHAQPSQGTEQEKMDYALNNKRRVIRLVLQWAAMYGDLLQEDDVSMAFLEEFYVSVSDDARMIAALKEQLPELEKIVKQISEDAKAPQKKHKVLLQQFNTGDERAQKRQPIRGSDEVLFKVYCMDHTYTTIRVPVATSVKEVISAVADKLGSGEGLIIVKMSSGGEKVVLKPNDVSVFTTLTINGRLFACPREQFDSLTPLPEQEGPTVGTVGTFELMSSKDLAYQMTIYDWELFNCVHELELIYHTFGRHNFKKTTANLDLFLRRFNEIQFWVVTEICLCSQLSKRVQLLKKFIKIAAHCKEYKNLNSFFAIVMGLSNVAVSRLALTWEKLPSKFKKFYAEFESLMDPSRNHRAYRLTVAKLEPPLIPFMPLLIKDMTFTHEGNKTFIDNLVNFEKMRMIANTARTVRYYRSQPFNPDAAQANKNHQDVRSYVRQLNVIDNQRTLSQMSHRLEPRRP
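Compounds were added across a concentration range to EPAC2 (100 nM), RAP1B-BODIPY-GDP (250 nM) and GDP (50 uM). After 5 min at room temperature, fluorescence was recorded at 5-min intervals for 30 min.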
EPAC2 antagonist: qHTS for Antagonist of cAMP-regulated guanine nucleotide exchange factor 2 (EPAC2): primary screen | EPAC2 GEF exchange of Rap1B-BODIPY-GDP, fluorescence | Potency, µM (top dose mostly 114 µM), for the others: at the highest dose activity, negative = inhibition, most hits filed as inhibitors | 0.18% of 360,000 active | AID 720708, 2013; also: % is scaled to controls: 0 for no effect and ±100 for the full control effect; nearly all actives have a fitted effect of over 45% in size; many of its hits are not listed in these tables
PTHR1 ag: qHTS for PTHR1 Agonists: Primary Screen | Parathyroid hormone/parathyroid hormone-related peptide receptor (Homo sapiens), Q03431 | HEK293 GP2 PTHR1 cells, GloSensor cAMP luminescence, 1 h | 0.075% of 410,000 active | Potency, µM (highest dose often 115 µM), without a hit: at the highest dose activation, actives largely listed as activators; also: nearly all actives have a fitted effect of over 55% in size; some results filed as inactive show a strong effect at the top dose; inactives centre near -15; many of its hits are not listed in these tables
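HEK-293-derived GP2 cells expressing PTHR1 and a GloSensor cAMP reporter, 3,000/well, plated overnight, given luciferin plus IBMX (each 0.5 mM as added) for 1 h at 37 °C, then compound for 1 h at 37 °C. Luminescence was read after 15 min at room temperature.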
aSyn yeast inh: qHTS of alpha-syn Inhibitors. Yeast expressing alpha-synuclein, growth rescue, BacTiter-Glo, 24 h. Potency, µM (highest dose often 46.1 µM), without a hit: at the top dose growth rescue (activation), hits mostly activators. 0.14% of 370,000 active; also: % of control where 0% means no effect; nearly all actives have a fitted effect of over 65% in size
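Readout is rescue of growth in alpha-synuclein-expressing yeast, so inhibitors of toxicity appear as activators. Growth after 24 hr at 30 deg C in galactose medium is quantified by luminescence.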
EPAC1 antag: qHTS for Antagonist of cAMP-regulated guanine nucleotide exchange factor 3 (EPAC1): primary screen. EPAC1 GEF assay, Rap1b-BODIPY-GDP exchange fluorescence. Potency, µM (highest dose often 115 µM), for inactives: top-dose activity change, negative = inhibition, usual class: inhibitors. 0.14% of 360,000 active;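 also: plate controls were vehicle for no effect and positive control for full effect; nearly all actives have a fitted effect of over 50% in size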
TDP-43 yeast inh: qHTS of TDP-43 Inhibitors; TDP-43 expressing yeast growth rescue, BacTiter-Glo, 24 h; Potency, µM (doses to about 46.1 µM), without a hit: top-dose growth rescue (activation), actives largely listed as activators; 1.8% of 410,000 active; also: % of control where 0% means no effect; nearly all actives have a fitted effect of over 50% in size
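In this qHTS, compounds that restore growth of yeast expressing TDP-43 appear as activators. Cells (OD600=0.02, galactose medium, raffinose-pregrown) are incubated with compound 24 hr at 30 deg C and growth is quantified by BacTiter-Glo.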
EPAC1 ag: qHTS for Agonist of cAMP-regulated guanine nucleotide exchange factor 3 (EPAC1): primary screen | Rap guanine nucleotide exchange factor 3 (Homo sapiens), O95398 | EPAC1 agonist qHTS, biochemical assay; response scale: 100% = response to 6.5 mM cAMP | Potency, µM (series often up to 154 µM), for inactives: at the top dose activation, most hits filed as activators | 0.073% of 360,000 active | AID 720707, 2013; also: nearly all actives have a fitted effect of over 60% in size
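Nucleotide exchange assay: 100 nM EPAC1 with 250 nM Rap1B loaded with BODIPY-GDP and 50 uM GDP, room temperature. Fluorescence (480/540 nm) read every 5 min for 30 min; signal change normalized to 6.5 mM cAMP as full agonist.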
FUS yeast rescue: qHTS for Suppressors of FUS Proteinopathy: Primary screen using FUS-linked yeast assay; Potency, µM (top dose mostly 76.6 µM), without a hit: at the top dose growth rescue (activation), hits mostly activators; S. cerevisiae FUS-expressing, growth rescue, OD600, 24 h; 0.24% of 390,000 active;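 also: plate controls were DMSO vehicle for no effect and reference control for full effect; nearly all actives have a fitted effect of over 55% in size; some results filed as inactive show a strong effect at the top dose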
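Yeast FUS proteinopathy model; galactose-induced FUS (2%), starting OD 0.005. Cpds in dilution series, 24hr, 30C, 99% humidity. Abs 600 nm growth. Pos ctrl CP55940 (top 92uM final); neg ctrl DMSO.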
Starred values were filed as active, the others as inactive; i = inactive; ? = inconclusive; nt = no result given; & = joins results of further samples; [ ] = dose if it differs, or a comment. Calls follow the shape of the dose curve; as a rule, active = well fitted curve in the direction sought with a large enough effect; inconclusive = small, poorly fitted or top-dose-only effect, or another doubt; inactive = no such curve, though single readings can be large; an effect the other way counts as inactive or inconclusive. Potency is read from the fitted curve at half-maximal effect. The list is partial; count on the stated rates, not on these rows.

SMILES	EPAC2 ag	EPAC2 antagonist	PTHR1 ag	aSyn yeast inh	EPAC1 antag	TDP-43 yeast inh	EPAC1 ag	FUS yeast rescue
CC(C)(C)OC(=O)N1CCC(NC(=O)c2[nH]cnc2C(=O)N[C@@H](Cc2ccccc2)C(=O)OCc2ccccc2)CC1	-4%	-5%	-45%[inhibitor]	1%	-14%	-2%	-20%	?
CCOCC(=O)Nc1c(C(=O)Nc2ccccc2OC)oc2ccccc12	-3%	9%	i	-1%	3%	-20%	2%	9%
Cc1nn(Cc2ccccc2Cl)c(C)c1C(=O)NCC(c1cccs1)N1CCOCC1 (centres undefined)	4%	-15%	i	12%	-13%	-5%	-11%	nt
CC(=O)N1CCN(C23CC4CC(CC(C4)C2)C3)CC1	0%	9%	-11%	1%	17%	19%	3%	-27%
Cc1ccc(S(=O)(=O)NC(=O)NC(C)c2ccc(F)cc2)cc1 (centres undefined)	1%	3%	i	?	-22%	-23%	-1%	12%
Cc1cc(C)cc(NC(=O)C2CCCN2S(=O)(=O)c2ccc3c(c2)C(C)(C)C(=O)N3C)c1 (centres undefined)	-1%	-5%	-8%	1%	2%	3%&15%	-1%	20%&15%
Cn1nc(C(C)(C)C)cc1C(=O)N1CCC(C)(C(=O)NS(=O)(=O)C2CC2)C1 (centres undefined)	3%	5%	-33%[inhibitor]	6%	-5%	6%	5%	-13%
Cc1ccc(CCNC(=O)Cn2cccc2)cc1	-1%	7%	9%[57.5 µM]	9%	7%	-6%	7%	18%
OCCC1CN(Cc2cccn2-c2ccccn2)CCN1C1CCCC1 (centres undefined)	-8%	2%	i	-7%	10%	-9%	3%	-3%
O=C(O)c1cccnc1Nc1ccc(Cl)cc1	-3%	6%	-27%	-12%	-5%	-28%	-9%	-2%
Cc1cc(C(=O)Nc2c(C)n(C)n(-c3ccccc3)c2=O)c(C)o1	-7%	-5%	-34%[57.5 µM]	5%	-13%	-18%	7%	19%
CC(CCc1ccccc1)NC(=O)COC(=O)c1cccn1C (centres undefined)	6%	3%	-2%	2%	12%	28%	6%	-14%
COC(=O)CCCC[C@@H]1O[C@H](CCc2ccccc2)CC2=C1C(=O)OC(C)(C)O2	21%	-17%	-21%	7%	-13%	-12%	-7%	41%
CCCCOC(=O)C1=C(C)Nc2ncnn2C1c1ccc(OCC)c(OC)c1 (centres undefined)	-9%	-4%	i	-4%	5%	5%	-1%	nt
Cc1n[nH]c(C)c1S(=O)(=O)N(CC(=O)N1CCc2ccccc21)c1ccc(C(C)C)cc1	-7%	9%	-17%	-1%	-24%	16%	-7%	?
CCN1CCN(c2ncnc3sc4c(c23)CCC(C)C4)CC1 (centres undefined)	14%	2%	-4%	-5%	1%	2%	4%	-13%
Cc1cc(C)c(C)c(S(=O)(=O)NC(C(=O)O)C(C)C)c1C (centres undefined)	5%	-13%	-12%	5%	-13%	21%	7%	-31%
COc1ccc(-n2nc(C(=O)NCC(=O)NCCc3ccc(OC)c(OC)c3)c3ccccc3c2=O)cc1	2%	-4%	i	-5%	2%	3%	6%	-6%
COC(=O)c1sccc1NC(=O)NC1CCCCC1	3%	-1%	-15%	-7%	0%	?	1%	-4%
O=C(CSc1nnc2ccc(-c3ccccn3)nn12)Nc1ccccc1F	-6%	7%	i	0%	-13%	23%	2%	-2%
CCc1ccc(/C=C2\SC(=S)N(CCC(=O)N3CCN(C)CC3)C2=O)cc1	3%	30%	14%	?	10%	-11%	0%	-26%
COc1ccc(-c2nc(CN3CCC(C(=O)NC4CC4)CC3)c(C)o2)cc1OC	7%	-6%	i	0%	4%	3%	-4%	-5%
CC1(C(=O)Nc2cccc(C(F)(F)F)c2)Cc2c(-c3cccc(C(N)=O)c3)ccnc2O1 (centres undefined)	23%	-8%	-9%	-4%	-10%	25%	-3%	8%
O=c1cc(CN2CCN(c3cccc(Cl)c3)CC2)c2cc(O)c(-c3ccccc3)cc2o1	-3%	18%	-13%[57.5 µM]	-3%	8%	-11%	11%	57%
CCOC(=O)Cc1csc(NC(=O)CC(C)(C)C)n1	11%	19%	8%[57.5 µM]	-1%	3%	-9%	7%	-2%
O=c1[nH]c2ccccc2nc1/C=C(\O)C(F)F	5%	3%	i	-2%	6%	4%	8%	nt
COc1cccc(NC(=O)C2CCCN2C(=O)OCc2ccccc2)c1 (centres undefined)	4%	-3%	i	1%	-3%	13%	5%	-7%
CCN(CC)C(=O)c1sc(N)c(C#N)c1C	?	0%	i	-1%	0%	-1%	-9%	-1%
COC(=O)NC1(C(F)(F)F)C(=O)NC(C)=C1C(=O)OC (centres undefined)	-9%	-4%	-15%	0%	9%	8%	17%	-24%
CCN1C(C)=C(C)S/C1=C1\SC(=S)N(C2CCCCC2)C1=O	-17%	-22%[57.1 µM]	-16%	-6%	-3%	-13%	-2%	-27%

Part of the list above with just EPAC2 antagonist.
Compound | EPAC2 antagonist
CC(=O)N1CCN(C23CC4CC(CC(C4)C2)C3)CC1 | 9%
Cc1ccc(S(=O)(=O)NC(=O)NC(C)c2ccc(F)cc2)cc1 (centres undefined) | 3%
Cc1cc(C)cc(NC(=O)C2CCCN2S(=O)(=O)c2ccc3c(c2)C(C)(C)C(=O)N3C)c1 (centres undefined) | -5%
Cn1nc(C(C)(C)C)cc1C(=O)N1CCC(C)(C(=O)NS(=O)(=O)C2CC2)C1 (centres undefined) | 5%
Cc1ccc(CCNC(=O)Cn2cccc2)cc1 | 7%
OCCC1CN(Cc2cccn2-c2ccccn2)CCN1C1CCCC1 (centres undefined) | 2%
O=C(O)c1cccnc1Nc1ccc(Cl)cc1 | 6%

(continued)
SMILES	EPAC2 ag	EPAC2 antagonist	PTHR1 ag	aSyn yeast inh	EPAC1 antag	TDP-43 yeast inh	EPAC1 ag	FUS yeast rescue
O=C(O)Cn1ncn(-c2ccc(OC(F)(F)F)cc2)c1=O	6%	6%	i	-11%	-11%	-1%	-4%	-28%
O=c1c2c3c(sc2ncn1/N=C/c1ccc(Br)o1)CCCC3	24%	-3%	i	-1%	1%	-9%	18%	-20%
C[C@@H]1C(NC(=O)c2ccccc2)CC2CC1C2(C)C (some centres undefined)	-5%	9%	-51%[inhibitor]	-6%	0%	-9%	-2%	3%
Cc1c(C)c2ccc(OS(C)(=O)=O)cc2oc1=O	3%	2%	i	2%	3%	21%	-8%	nt
COc1ccc(S(=O)(=O)c2ccc(OC)c(OC)c2)cc1OC	1%	-2%	i	0%	1%	8%	1%	?
N#Cc1cccc(Cn2nnc(-c3ccccc3)n2)c1	-1%	-4%	i	1%	0%	?	3%	-5%
COc1ccc(Cn2c(CCC(=O)Nc3ccc(CC#N)cc3)nc3cccnc32)cc1	-7%	7%	i	-1%	18%	-24%	-4%	23%
Cc1sc(N)nc1-c1c(C)n(C)c2ccccc12	8%	-17%	-5%	-1%	-9%	-1%	3%	6%
CCOc1ccc(NC(=O)CN(C)C(=O)c2cccc(S(=O)(=O)N3CCCC3)c2)cc1OCC	7%	4%	i	0%	-5%	-14%	3%	16%
Cn1nnnc1Sc1ncnc2scc(-c3cccc(Br)c3)c12	12%	0%	-40%[inhibitor]	nt	-7%	nt	-3%	-12%
C=CCN1C(=O)C(CC(=O)Nc2ccc(OCC)cc2)N(Cc2ccccn2)C1=S (centres undefined)	3%	3%	i	-3%	3%	-24%	-4%	40%
CCOC(=O)N1CCN(CC(=O)c2ccc3c(c2)CCN3)CC1	0%	14%	i	-2%	-1%	-17%	5%	20%
O=C(COc1ccc(F)cc1F)NNC(=O)Nc1cccc([N+](=O)[O-])c1	5%	-6%	0%	0%	6%	-2%	1%	nt
O=S(=O)(Cc1ncc(C(F)(F)F)cc1Cl)c1ccccc1	2%	-2%	-15%	1%	2%	3%	11%	-37%
CCc1ccc(OCc2ccc(C(=O)OC)o2)cc1	15%	-14%	i	2%	-24%	16%	2%	-7%

3 of the entries above in order of the EPAC1 antag value, lowest first.
structure	EPAC2 ag	EPAC2 antagonist	PTHR1 ag	EPAC1 antag	TDP-43 yeast inh	FUS yeast rescue
Cc1nn(Cc2ccccc2Cl)c(C)c1C(=O)NCC(c1cccs1)N1CCOCC1 (centres undefined)	4%	-15%	i	-13%	-5%	nt
Cn1nc(C(C)(C)C)cc1C(=O)N1CCC(C)(C(=O)NS(=O)(=O)C2CC2)C1 (centres undefined)	3%	5%	-33%[inhibitor]	-5%	6%	-13%
COc1ccc(S(=O)(=O)c2ccc(OC)c(OC)c2)cc1OC	1%	-2%	i	1%	8%	?

(next part)
SMILES	EPAC2 ag	EPAC2 antagonist	PTHR1 ag	aSyn yeast inh	EPAC1 antag	TDP-43 yeast inh	EPAC1 ag	FUS yeast rescue
CCOC(=O)C(=O)Nc1ccccc1C(=O)OC	4%	-4%	4%	1%	-3%	9%	13%	-7%
O=C(NN=Cc1ccc(O)cc1)c1ccccc1NS(=O)(=O)c1cccs1	4%	-18%	-18%	-3%	-12%	19%	4%	3%
CCOC(=O)N1CCN(C(=O)c2ccc(OC(C)=O)cc2)CC1	6%	?	i	2%	2%	-2%	-5%	-3%
C/C(=N\O)C(C)(C)Nc1cccc(Br)c1	8%	-19%	-29%	-6%	-4%	-1%	10%	4%

Source: PubChem
